# Compound activity (PubChem)
# PKM2 act = activators of human pyruvate kinase M2. purified PKM2, Kinase-Glo ATP luminescence, activation; response scale: 0% is enzyme alone, no compound. AID 1631. P14618. hit rate 0.34% among 260,000. Potency, µM (highest dose often 57.5 µM), inactives show at the top dose activation, most hits filed as activators; note: potency is the fitted concentration of half-maximal effect; % is set by controls: 0 for no effect and ±100 for the full control effect; nearly all actives have a fitted effect of over 55% in size
#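 Purified hPK-M2 (>95% pure) converted ADP (0.1 mM final) to ATP with 0.5 mM PEP in 50 mM imidazole pH7.2, KCl, MgCl2, Tween 20, BSA; 1 h at room temperature. ATP detected by Kinase-Glo luminescence.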
# KCNH2 3.1 block = blocks the human KCNH2 3.1 channel isoform; activity change, % (tested at about 1.8 µM); hit rate 0.95% among 340,000; U2OS KCNH2 3.1, thallium flux FluxOr; hits give low values;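 active = maximum activity change below -70%; inconclusive = maximum activity change from -70% to -50%; inactive = maximum activity change above -50%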;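 note: thallium influx rate constant from kinetic fluorescence after stimulation buffer; % is set by controls: 0 for no effect and ±100 for the full control effect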
#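 We transduce U2OS cells with the mutant 3.1 virus, culture them overnight, load FluxOr with Red40 quencher for 45 min, then add stimulation buffer and read kinetically for 2 min to derive a normalized rate constant.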
# GALK inhibitor = inhibitors of human galactokinase; P51570; Potency, µM (series often up to 57.5 µM), for inactives: at the top dose activity change, negative = inhibition, actives largely listed as inhibitors; Purified GALK, Kinase-Glo residual ATP luminescence; hit rate 0.007% among 270,000; note: potency is the fitted concentration of half-maximal effect; % is set by controls: 0 for no effect and ±100 for the full control effect
#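 The enzyme phosphorylates galactose (100 uM) using ATP (35 uM); inhibition is detected as higher residual ATP, quantified by bioluminescence after 1 h reaction at room temperature, pH 8.0.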
# CXXC DNA block = MLL CXXC-DNA interaction inhibition. Q03164. MLL-CXXC / FITC-HOXA9 DNA fluorescence polarization. Potency, µM (series often up to 115 µM), for the others: at the highest dose activity change, negative = inhibition, actives largely listed as inhibitors. hit rate 0.037% among 290,000. AID 2662; active = well fitted inhibition curve with a large enough effect in the polarisation, with a control signal flat, not every such curve was filed as active; inconclusive = small, poorly fitted or top-dose-only effect, or effect the other way, or a change in a side signal; inactive = no such curve, though single readings can be large or run the other way; the % refers to the polarisation; note: potency is the fitted concentration of half-maximal effect
#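 Fluorescence polarization: 7 uM MLL-CXXC (stock) preincubated 5 min with compounds, then 50 nM fluorescein-HOX-A9 DNA (stock) added; 30 min ambient. Buffer 50 mM Tris-HCl pH 7.5, 50 mM NaCl, 1 mM DTT, 0.05% BSA.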
# B2AR arrestin = agonists driving beta-arrestin recruitment to human beta2-adrenergic receptor; P07550; beta-arrestin recruitment to beta2AR, cell-based reporter; Potency, µM (titrated, usually from 46.1 µM), for inactives: top-dose activation, most hits filed as activators; hit rate 0.02% among 330,000; AID 492947;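 note: potency is the fitted concentration of half-maximal effect; 0% = DMSO controls and full agonism = EC100 isoproterenol or metaproterenol; nearly all actives have a fitted effect of over 65% in size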
# TRPV1 ag = agonists of human vanilloid receptor 1 (TRPV1); hit rate 0.19% among 320,000; Q8NER1; TRPV1-expressing cells, Fluo-8 calcium influx, agonist mode; activation, % at 8.33 µM; in the data active = activation above about 80%; inconclusive = between about 30% and that limit; note: 0% is about no effect
#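 Cells expressing TRPV1 were dye-loaded with Fluo-8 and read kinetically: 10 s baseline, 3 min after compound (agonist portion), then 2 min after EC20 capsaicin (allosteric enhancer portion). Calcium-bound dye fluorescence at 480/520 nm.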
# USP2a block = inhibitors of human ubiquitin-specific protease USP2a | USP2 core, Ub-CHOP2 coupled fluorogenic reporter, 485/531 | O75604 | Potency, µM (highest dose often 38.3 µM), for the others: at the top dose activity change, negative = inhibition, hits mostly inhibitors | AID 463254 | hit rate 0.01% among 330,000;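 note: potency is the fitted concentration of half-maximal effect; plate controls were DMSO wells for no effect and full inhibition by NEM control for full effect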
#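 Cell-free coupled assay: 10nM USP2 core preincubated 30min RT with compound in Tris-HCl pH 8.0/CaCl2/CHAPS buffer, then 25nM Ub-CHOP2 and 25nM reporter substrate; fluorescence (Ex 485/Em 531) read after 60min RT, normalized to NEM inhibition, concentration-response curves fitted.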
# Giardia killer = kills Giardia lamblia. activity change, % at 7.66 µM, hits read low. Giardia lamblia trophozoite viability. AID 540267. hit rate 0.15% among 340,000; in the data active = activity change below about -80%; inconclusive = between about -30% and that limit;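 note: parasites exposed to compound for two days anaerobically before the ATP read; % is set by controls: 0 for no effect and ±100 for the full control effect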
#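 Viability, read as ATP luminescence: trophozoites at 100 cells/well, compound added, 48 hrs anaerobic at 37 deg C, then 15-30 min room-temperature development before reading.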
# Menin-MLL TR inh = displaces Texas Red mutant MLL peptide from human menin; O00255; Menin + Texas Red MLL mutant peptide, fluorescence polarization; Potency, µM (series often up to 61.6 µM), for the others: at the top dose FP activity change, negative = inhibition, usual class: inhibitors; hit rate 0.23% among 270,000; AID 1768; active = well fitted inhibition curve with a large enough effect in the polarisation, with a control signal flat, not every such curve was filed as active; inconclusive = small, poorly fitted or top-dose-only effect, or effect the other way, or a change in a side signal; inactive = no such curve, though single readings can be large or run the other way; the % refers to the polarisation; note: potency is the fitted concentration of half-maximal effect; % of control where 0% means no effect; many of its hits are not listed in these tables
# hERG WT inh = KCNH2 (human, wildtype) channel inhibition. hit rate 0.37% among 340,000. Q12809. activity change, % at 1.84 µM. U2OS, BacMam KCNH2, thallium flux FluxOr; hits give low values;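 active = maximum activity change below -70%; inconclusive = maximum activity change between -70% and -50%; inactive = maximum activity change above -50%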; note: % is set by controls: 0 for no effect and ±100 for the full control effect
# Target sequence (Q12809 whole entry, looked up): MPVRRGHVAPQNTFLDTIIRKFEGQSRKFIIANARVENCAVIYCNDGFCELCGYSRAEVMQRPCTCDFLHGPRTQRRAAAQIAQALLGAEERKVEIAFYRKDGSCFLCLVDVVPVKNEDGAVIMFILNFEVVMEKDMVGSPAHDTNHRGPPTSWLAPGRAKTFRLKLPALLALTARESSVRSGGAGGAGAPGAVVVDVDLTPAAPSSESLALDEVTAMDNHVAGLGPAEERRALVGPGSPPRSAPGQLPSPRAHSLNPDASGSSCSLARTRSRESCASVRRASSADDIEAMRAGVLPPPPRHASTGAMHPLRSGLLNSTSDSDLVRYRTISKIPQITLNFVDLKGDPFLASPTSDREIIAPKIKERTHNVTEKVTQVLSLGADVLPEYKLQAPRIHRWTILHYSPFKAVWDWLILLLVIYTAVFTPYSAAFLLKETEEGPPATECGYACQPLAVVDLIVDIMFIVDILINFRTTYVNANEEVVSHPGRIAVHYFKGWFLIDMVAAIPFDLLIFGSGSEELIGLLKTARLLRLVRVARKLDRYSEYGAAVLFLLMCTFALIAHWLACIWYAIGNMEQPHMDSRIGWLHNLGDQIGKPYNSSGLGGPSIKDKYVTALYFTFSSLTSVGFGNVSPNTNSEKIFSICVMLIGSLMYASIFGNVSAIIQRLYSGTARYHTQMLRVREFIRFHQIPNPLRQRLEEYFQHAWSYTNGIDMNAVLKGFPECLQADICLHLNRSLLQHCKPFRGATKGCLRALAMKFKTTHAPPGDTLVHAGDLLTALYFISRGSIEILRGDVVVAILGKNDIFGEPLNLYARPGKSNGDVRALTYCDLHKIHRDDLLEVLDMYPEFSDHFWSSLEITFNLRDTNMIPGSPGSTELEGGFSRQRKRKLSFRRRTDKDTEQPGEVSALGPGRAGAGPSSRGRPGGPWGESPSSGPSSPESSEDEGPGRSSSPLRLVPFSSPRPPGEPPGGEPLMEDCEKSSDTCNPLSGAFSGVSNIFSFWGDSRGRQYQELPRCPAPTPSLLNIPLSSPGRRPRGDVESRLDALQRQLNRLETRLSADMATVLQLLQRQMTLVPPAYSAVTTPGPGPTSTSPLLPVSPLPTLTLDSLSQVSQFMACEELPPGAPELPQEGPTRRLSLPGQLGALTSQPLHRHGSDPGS
#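 U2OS cells transduced with wild-type KCNH2 virus are loaded with FluxOr dye for 45 min, and thallium flux is measured in kinetic reads before and after stimulation buffer. Rate constants are normalized to DMSO controls.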
# FBPA coupling cs = counter-screen for Giardia aldolase inhibitors: coupling enzyme system; AID 2472; coupling enzyme system counterscreen, AmpLite Red fluorescence; hit rate 0.67% among 290,000; activity change, negative = inhibition, % at 58.2 µM, hits read low; in the data active = activity change below about -30%; note: % is set by controls: 0 for no effect and ±100 for the full control effect
#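 Counterscreen of the coupled detection system alone, without aldolase: glyceraldehyde-3-phosphate coupling enzymes plus AmpLite Red readout. Compounds at 57.5 uM final, 10 min RT preincubation, 20 min RT reaction, fluorescence 525/598 nm.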
# Active calls of the source: *; i = inactive; ? = inconclusive; . = no result given; [ ] = dose if it differs, or a comment. Unless noted, calls come from the whole dose curve; as a rule, active = well fitted curve in the direction sought with a large enough effect; inconclusive = small, poorly fitted or top-dose-only effect, or another doubt; inactive = no such curve, though single readings can be large; an effect the other way counts as inactive or inconclusive. Only part of the results is shown (hit frequency here may not be typical).
structure,PKM2 act,KCNH2 3.1 block,GALK inhibitor,CXXC DNA block,B2AR arrestin,TRPV1 ag,USP2a block,Giardia killer,Menin-MLL TR inh,hERG WT inh,FBPA coupling cs
CCOC(=O)c1cnc2ccc(C)cc2c1NCCN1CCOCC1,.,0,4%,-4%,-0.4%,17,0%,31[activator],?,-4,-3
COc1ccccc1C(=O)Nc1ccc(S(=O)(=O)Nc2nccs2)cc1,.,-4,1%,1%,-0.1%,-1,-1%,-1,6%,2,4
CS(=O)(=O)N1CCC(C(=O)Nc2ccc(C(N)=O)cc2)CC1,.,-7,1%,-8%,-0.1%,-6,1%,-21,-1%,.,2
COc1ccc(S(=O)(=O)Nc2ccc(CC#N)cc2)cc1,?,-10,1%,8%,-0.3%,1,2%,2,-12%,0,2
COc1cc(C(C)=O)ccc1OCC(O)Cn1nc(C)c(C(C)=O)c1C (stereo not given),2%,29,0%,-11%,-1.0%,-1,0%,-11,-1%,4,2
Cc1ccc(OCCn2cc(/C=C(\C#N)C(=O)NCC3CCCO3)c3ccccc32)cc1 (stereo not given),1%,-14,0%,5%,-0.8%,9,1%,0,12%,1,0
Cc1cccc(NC(=O)CSCC(=O)N2CCCc3ccccc32)c1,.,14,.,.,-0.2%,3,2%,15,.,0,.
C=CCn1c(SCC(=O)N2CCc3ccccc3C2)nc2sc(C)c(C)c2c1=O,4%,5,2%,10%,-0.3%,?,-2%,2,-12%,7,5
O=C(Nc1ccc(Br)cc1)c1cccc(N2C(=O)CCC2=O)c1,-5%,14,5%,1%,-0.3%,0,0%,0,.,1,.
Cc1cc(Br)ccc1N=C1NC(=O)CS1,-7%,7,-3%,2%,0.2%,1,0%,-12,0%,2,4
COC(=O)c1ccccc1NC(=O)c1cc2sccc2n1C,-3%,-2,-4%,30%,-0.2%,8,2%,-4,16%,6,1
CCCCC(CC)COC(=O)CCCCC(=O)OCC(CC)CCCC (stereo not given),.,-5,.,.,-1.4%,-7,-3%,0,.,-2,.
Cc1cc(=O)n(Cc2ccc(OC(C)C)cc2)c(=S)[nH]1,3%,14,-4%,-4%,-0.1%,8,1%,-1,19%,-17,7
O=C(Nc1ccc(N2CCOCC2)c(C(=O)O)c1)c1ccco1,-1%,.,0%,-8%,7.6%,-2,0%,.,3%,.,1
COc1ccccc1-c1cc(N)n(S(=O)(=O)c2cccc3nsnc23)n1,26%,-2,.,5%,0.0%,-1,-2%,5,.,4,-3
Cc1ccc(/C=N/NC(=O)c2sccc2OCc2ccc(F)cc2)cc1,-2%,-6,0%,-4%,-0.3%,-1,-6%,47[activator],9%,0,-7
O=C(Cn1cc(C(F)(F)F)ccc1=O)N1CCN(S(=O)(=O)c2ccc(Cl)cc2)CC1,-3%,5,-1%,-9%,-0.2%,1,1%,-3,21%,3,5
CCCCCCCCC(=O)NCCOc1ccccc1,2%,-8,3%,2%,-0.7%,21,3%,-7,-18%,-8,1
CC(=O)N/N=C(\C)c1ccc(Br)cc1Br,4%,-3,-3%,7%,0.4%,-2,-1%,-7,16%,8,0
CC1CCc2sc(C(=O)N/N=C/C3CCCCC3)cc2C1 (stereo not given),12%,4,0%,21%,0.5%,20,5%,2,-6%,i,1
COc1ccccc1C(CNC(=O)c1cc(S(=O)(=O)N2CCOCC2)ccc1C)N1CCCC1 (stereo not given),.,2,.,.,-0.2%,-1,1%,9,.,19,.
CCOC(=O)C(=O)NC12CC3CC(CC(C3)C1)C2,0%,3,.,5%,-1.8%,5,0%,-24,6%,7,2
CN(CC(=O)Nc1ccccc1Br)C(=O)CNC(=O)C1CCCCC1,.,3,.,.,0.7%,1,0%,-4,.,-9,.
Fc1ccccc1Cc1noc(CN2CCN(c3ccc(Cl)cn3)CC2)n1,1%,-6,0%,-3%,-1.3%,3,0%,5,9%,-2,-1
CCN(CC)CCCNC(=O)C1c2ccccc2Oc2ccccc21,-10%,5,3%,12%,0.3%,1,-1%,18,-4%,5,3
CCCCOc1ccc(C(=O)N(Cc2ccccc2)C2CCS(=O)(=O)C2)cc1 (stereo not given),-10%,1,5%,-3%,0.5%,3,4%,-1,-9%,0,2
Cc1oc(-c2cccc(Cl)c2)nc1CN1CCC(C(=O)N2CCN(c3ccccc3F)CC2)CC1,16%,-91*,1%,34%[activator],-0.3%,7,1%,-21,?,-3,1
COc1ccc(Nc2nc(=O)c3cc([N+](=O)[O-])ccc3s2)cc1,0%,-9,-1%,3%,0.4%,-7,11%,-18,.,9,2
COc1ccc(C(=O)C(C)[n+]2ccc(-c3nnc4n3CCCCC4)cc2)cc1 (stereo not given),-3%,-7,.,-4%,-0.7%,0,0%,10,.,-17,0
CCCCN(C)C(=O)c1ccc(S(=O)(=O)N2CCOCC2)cc1,1%,-11,2%,-3%,-0.6%,-1,0%,6,-2%,0,2
COc1ccc(C2C3=C(CC(C)(C)CC3=O)Nc3c2c(=O)n(C)c(=O)n3C)cc1OC (stereo not given),-1%,10,10%,6%,-0.2%,-1,0%,-4,-5%,-16,4
OCC1CCCN1C(=S)Nc1ccccc1 (stereo not given),-10%,7,5%,-2%,0.4%,3,0%,-24,-1%,-14,2
CN1/C(=C\C(=O)c2ccco2)c2ccccc2CC1(C)C,2%,-7,7%,-5%,-0.3%,5,1%,-6,0%,-3,-14
O=C(NCC(=O)N(Cc1cccs1)C(C(=O)NC1CCCCC1)c1ccncc1)c1ccco1 (stereo not given),27%,3,2%,-3%,-0.6%,-2,2%,-15,11%,-8,-3
CC(C)(C)C1=C(C#N)C(c2cccnc2)C(C#N)=C(N)O1 (stereo not given),-5%,11,-2%,-2%,-0.5%,-7,1%,18,-7%,1,-23
O=C(Nc1ccccc1)N1CCC(n2c(=O)[nH]c3ccccc32)CC1,1%,-1,1%,1%,0.4%,1,3%,11,-2%,-2,-1
Cn1cc(CN2CCCCC2C(=O)Nc2ccc(-n3cccn3)cc2)cn1 (stereo not given),-1%,-5,-2%,8%,-0.7%,1,0%,?,-11%,0,2
CC(C)CCn1nnnc1C(c1ccc(F)cc1)N1CCC(C(N)=O)CC1 (stereo not given),0%,1,0%,-3%,0.2%,7,-1%,-6,-4%,-6,1
COc1ccc(C(c2c(N)[nH]c(=S)[nH]c2=O)c2c(N)[nH]c(=S)[nH]c2=O)cc1,-2%,5,2%,-24%,-0.3%,1,1%,4,.,-16,-2
CCOC(=O)CSc1nnc(-c2cc(OC)c(OC)c(OC)c2)o1,-1%,2,5%,0%,-0.2%,2,3%,1,10%,-17,0
CN1CCN(C(=S)NC(=O)/C=C/c2ccccc2Cl)CC1,-2%,7,-3%,10%,0.0%,0,3%,8,?,-4,0
Cc1nc(-c2cccnc2)sc1C(=O)Nc1cccc(C(F)(F)F)c1,6%,-7,-6%,-3%,-0.4%,17,1%,13,64%[activator],-2,-1
O=C(NC1CC2CCC1C2)C1CCN(S(=O)(=O)c2ccc(-c3nn[nH]n3)cc2)CC1 (stereo not given),10%,-7,6%,-4%,-0.2%,-2,2%,15,1%,-1,5
CN(C)C1=NCCN1CCC1CCCC1,-2%,-109*,.,2%,0.5%,1,1%,7,3%,9,-1
CC1(C)CC(=O)C2=C(C1)N(Cc1cccnc1)C(=O)C2(NC(=O)c1ccc(F)cc1)C(F)(F)F (stereo not given),-8%,17,0%,-1%,-0.4%,1,3%,-12,7%,3,-2
Cc1ccc(CS(=O)Cc2ccc(C(=O)N3CCN(C4CCCCC4)CC3)o2)cc1 (stereo not given),.,6,-8%,5%,0.4%,0,0%,12,.,0,.
CC1CCN(CCCNC(=O)COc2cc(=O)n(C)c3ccccc23)CC1,-6%,-4,1%,-7%,0.4%,2,2%,-13,18%,13,3
CCOc1ccccc1C(=S)NC1CCCCC1,2%[11.5 µM],-9,-2%,17%,-0.4%,8,-4%,6,19%,-5,2
Cc1ccccc1NC(=O)c1ccc2c(O)c(S(=O)(=O)c3ccccc3)c(=O)[nH]c2c1,0%[0.46 µM],-3,-2%,16%,0.8%,-1,-1%,12,-2%,7,11
COc1ccc(OC)c(C2C(C(=O)Nc3nc4ccccc4s3)=C(C)NC3=C2C(=O)CCC3)c1 (stereo not given),1%,7,-1%,21%,-0.2%,-2,0%,-20,10%,-4,.
NC(=O)C1CCN(C(=O)c2cccc3ccccc23)CC1,0%,17,-1%,4%,-0.6%,0,-1%,-6,9%,-13,1
COc1ccccc1C1=NOC(Cn2c(NCCOCCO)nc3c2c(=O)n(C)c(=O)n3C)C1 (stereo not given),0%,4,-3%,3%,0.0%,-4,1%,12,.,-1,0
